Jurkat NFkB inh = lowers PMA/ionomycin-induced NF-kB signal in Jurkat cells; 330,000 tested, 0.53% active; inhibition, % at 4 µM; PMA/ionomycin-induced NF-kB luciferase reporter, luminescence; AID 435003; in the data active = inhibition above about 50%
Mdm2-MdmX inh = human Mdm2/MdmX binding inhibition; inhibition, % at 8 µM; 330,000 tested, 3% active; SaOS-2 split-luciferase Mdm2/MdmX complementation, luminescence;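 active = inhibition of at least 50% at 8 µM in the primary screen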
APJ agonist = agonists of human APJ apelin receptor; P35414; CHO-K1 APJ PathHunter beta-arrestin, luminescence; 0% DMSO wells, 100% apelin; activation, % at 20 µM; 330,000 tested, 0.11% active;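 active = activation more than six SD over the plate average, tested at 20 µM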;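 also: 0% = DMSO alone and 100% = apelin-13 at 10 nM; some results filed as inactive read as strong as hits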
Target sequence (P35414 whole entry, looked up): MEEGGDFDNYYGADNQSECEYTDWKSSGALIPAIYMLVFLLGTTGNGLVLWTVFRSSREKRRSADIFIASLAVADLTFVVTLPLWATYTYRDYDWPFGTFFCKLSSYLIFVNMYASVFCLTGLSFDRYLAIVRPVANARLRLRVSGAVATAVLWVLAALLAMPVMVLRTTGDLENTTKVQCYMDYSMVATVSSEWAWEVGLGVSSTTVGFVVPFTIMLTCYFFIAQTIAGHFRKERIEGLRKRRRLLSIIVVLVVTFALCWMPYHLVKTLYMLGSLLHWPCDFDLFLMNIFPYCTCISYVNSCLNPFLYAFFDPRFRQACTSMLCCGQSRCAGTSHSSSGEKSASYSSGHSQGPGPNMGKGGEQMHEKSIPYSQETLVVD
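Assay system – PathHunter CHO-K1 APJ (AGTRL-1) beta-arrestin reporter cells · Compound – one dose, 20 µM compound, 1% DMSO · Timing – compound 90 min 25 °C, reagent 1 h · Measured by – luminescence from split beta-galactosidase complementation, Galacton Star/Emerald II substrate · Measure – beta-arrestin recruitment to APJ as agonist activity, luminescent signal · Benchmarks – DMSO vs Apelin-13 10 nM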
APJ antag = antagonists of human APJ apelin receptor; P35414; inhibition, % at 20 µM; CHO-K1 APJ beta-arrestin complementation, luminescence; 330,000 tested, 0.32% active;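 active = inhibition above about 40% at 20 µM, limit read from the data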;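 also: cells challenged with 10 nM apelin-13 agonist together with compound; plate controls were apelin-13 plus DMSO wells for no effect and DMSO wells lacking apelin-13 for full effect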
XBP1 UPR activ = activators of adaptive arm of unfolded protein response (XBP1); 330,000 tested, 0.33% active; activation, % at 20 µM; CHO-XBP1 luciferase reporter, IRE1-XBP1 UPR activation, luminescence; percent of tunicamycin response, DMSO as zero; AID 463104;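 active = versus positive control, 20 µM dose yields 30% or more activation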;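 also: 100% = tunicamycin at 10 µg/mL and 0% = DMSO only wells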
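Material: CHO cell line with stable XBP1 luciferase reporter; buffer or medium: F12 medium containing 10% fetal bovine serum; compound: single point, 20 µM final compound, 1% DMSO; incubation: 6 h treatment, 37 °C; measured by: glow luminescence from Steady-Glo reagent; evaluation: activation, % of tunicamycin; control set: tunicamycin high, DMSO low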
tim23-1 inh = inhibits growth of tim23-1 mutant yeast; S. cerevisiae tim23-1 growth, BacTiter-Glo luminescence, 24 h; inhibition, % at 20 µM; 330,000 tested, 1.3% active; AID 463212;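 active = growth inhibition of the mutant yeast at or above 50%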;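 also: temperature-sensitive mutant grown at 25 °C; plate controls were DMSO-treated mutant yeast for no effect and medium wells lacking yeast for full effect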
697 NFkB inh = inhibitors of the PMA/ionomycin-induced NF-kB reporter in 697 B cells. 697 B-cell NF-kB luciferase reporter, 16 h. inhibition, % at 4 µM. 330,000 tested, 0.33% active; in the data active = inhibition above about 35%
CHOP UPR activ = apoptotic UPR (CHOP) activation; CHO-CHOP luciferase reporter, luminescence; percent of tunicamycin response over DMSO baseline; activation, % at 10 µM; 330,000 tested, 0.34% active;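 active = at 10 µM dose, activation of 40% or more, normalized to positive control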;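 also: 100% = tunicamycin at 10 µg/mL and 0% = DMSO alone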
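Dosing – one dose, 10 µM in 0.5% DMSO · System – CHO-CHOP cells, stable luciferase reporter of PERK-eIF2a-CHOP signalling · Input – 500 cells/well · Control set – tunicamycin 10 µg/mL final as positive, DMSO-only wells as negative · Timing – 6 h compound treatment, 37 °C · Measure – % activation vs tunicamycin · Technique – luminescence read with Steady-Glo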
Numbers without * were called inactive; . = no result given.

SMILES	Jurkat NFkB inh	Mdm2-MdmX inh	APJ agonist	APJ antag	XBP1 UPR activ	tim23-1 inh	697 NFkB inh	CHOP UPR activ
Cc1ccc(NC(=O)COC(=O)CCC(=O)c2ccc(C(C)(C)C)cc2)c([N+](=O)[O-])c1	-1	-5	-1	1	1	17	17	0.5
COc1ccc(C)cc1NC(=O)C(OC(=O)C1CC1)c1ccccc1 (configuration not stated)	5	-3	-4	15	-2	20	8	0.8
CN(NC(=O)C1CC(=O)N(c2ccccc2)C1)C1=NS(=O)(=O)c2ccccc21 (configuration not stated)	16	18	-4	15	-1	-5	9	-2.2
CCN(CC)CCCN1C(=O)C(O)=C(C(=O)c2ccco2)C1c1ccc(C)o1 (configuration not stated)	17	-28	-2	4	0	18	10	1.5
Cc1ccnc(SC2CC(=O)N(c3ccc([N+](=O)[O-])cc3)C2=O)n1 (configuration not stated)	3	12	-2	1	-3	10	8	2.0
Cc1ccc(-c2nn(CCC(=O)O)cc2CCC(=O)O)cc1	6	-17	-2	26	-2	-7	9	-0.9
Cc1ccc(CCNC(=O)CN2C(=O)COc3ccc(S(=O)(=O)N4CCC(C)CC4)cc32)cc1	-11	-3	-3	-8	-2	2	-24	-1.7
Cc1ccc(-c2nc(CSCC(=O)Nc3cc(C)on3)c(C)o2)cc1	-12	8	-1	0	-1	10	-11	-3.6
COc1ccc(CCNC(=O)CSc2nnc(CNC(=O)c3ccco3)o2)cc1OC	6	12	0	4	-3	6	10	1.4
Cc1ccc(C2=CC(c3ccccc3)n3ncnc3N2)cc1 (configuration not stated)	15	-11	-7	-85	0	18	26	5.0
O=C(NCC1CCN(Cc2ccc(F)cc2)CC1)Nc1cc(F)ccc1F	19	13	-4	-11	0	5	1	0.8
Cc1cc(C)cc(NC(=O)Nc2ccc3ccccc3n2)c1	17	15	2	-7	0	17	8	-1.5
Cc1ccc2cc(/C=N/Nc3ccc(C(=O)O)cc3)c(Cl)nc2c1	-81	-59	-4	5	1	10	-149	3.4
Cc1ccccc1CS(=O)(=O)Cc1ccc(C(=O)NCCCN2CCOCC2)o1	6	-16	-5	-7	-1	-2	-10	1.6
C=CCOc1nc2c(c(=O)n(Cc3ccc(Cl)cc3)c(=O)n2C)n1C	17	25	-4	11	-4	4	7	0.6
Cc1cc2oc(=O)cc(-c3ccccc3)c2c(C)c1-c1ccc(C(F)(F)F)cc1	.	-5	.	.	2	37	15	6.4
C=CCOc1ccc(NC(=O)C(=O)NCCCn2ccnc2)cc1	7	-7	-3	-10	-2	-3	46*	-0.1
Nc1nnn(CC(=O)N/N=C/c2cccc3ccccc23)n1	4	-5	0	-6	0	-3	0	-0.6
Cc1ccc(S(=O)(=O)c2nnn3c2nc(N2CCN(c4ccccn4)CC2)c2ccccc23)cc1	-1	10	-2	-11	-2	8	-16	1.2
CCOc1ccccc1NC(=O)Cn1nnc(C(=O)NCc2cccs2)c1N	66*	62*	3	0	19	0	-19	-0.4
O=c1cnc2ccccc2n1CC1CCCCC1	-10	5	-2	-18	7	4	-5	0.9
Cc1ccnc(NC(=O)c2ccc(Cl)c(S(=O)(=O)N3CCCC3)c2)c1	-37	7	-4	-6	2	30	-29	4.2
CCOC(=O)N1CCN(C(=S)Nc2cc(OC)c(OC)cc2C(=O)OC)CC1	-7	-26	1	4	0	6	-3	-1.3
CCC(NS(=O)(=O)c1ccc(C)cc1)C(=O)Nc1ccc(NC(C)=O)cc1 (configuration not stated)	-4	0	4	12	-4	11	-23	0.6
COC(C[C@H](O)CC(=O)[C@H](C)OCc1ccccc1)OC	0	25	-1	-59	-2	-1	19	-0.4
SMILES	Jurkat NFkB inh	Mdm2-MdmX inh	APJ agonist	APJ antag	XBP1 UPR activ	tim23-1 inh	697 NFkB inh	CHOP UPR activ
COc1ccc(S(=O)(=O)N2CCOCC2)cc1NC(=O)CSc1nnc(N)s1	10	9	-6	18	0	-8	11	-0.1
N#C/C(=C\c1ccc(OCc2ccc(Cl)cc2)cc1)C(=O)Nc1cccc(C(=O)O)c1	-111	-93	-2	-1	-2	21	-3	1.7
O=C(Nc1cc(Cl)cc(Cl)c1)C1CCC(=O)N1Cc1ccccc1Cl (configuration not stated)	-5	33	0	-22	-6	19	-10	-1.8
O=C(c1ccc(N2CCOCC2)nc1)N1CCOCC1	-2	6	-3	16	-2	2	23	-0.7
Cn1ccnc1SCC(=O)Nc1ccc2ccccc2c1	-117	-132	-4	1	-1	21	-185	1.5
O=C(CN(Cc1ccccc1Cl)C(=O)c1csnn1)NCc1ccccc1	16	1	0	18	-3	3	30	-1.1
Cc1cc(C)n(-c2cc(C(=O)O)cc(C(=O)O)c2)n1	4	-5	-3	-9	1	-6	7	-0.4
COc1ccc(N/C=C(\C2OC(=O)c3ccccc32)[N+](=O)[O-])cc1 (configuration not stated)	-15	10	-3	9	-2	-4	4	0.1
Clc1ccc(/C=N/N2CCN(Cc3ccccc3)CC2)cc1	-23	-10	-1	-6	1	9	-9	-0.5
COc1ccc(Cl)cc1NC(=O)COC(=O)C1CCCCC1	2	-19	0	6	0	39	12	4.4
Cc1ncc([N+](=O)[O-])n1CC(=O)Nc1ccc(Cl)cc1	-3	-30	0	8	-3	-3	11	0.6
CCOc1ccc(NS(=O)(=O)c2ccc(C(=O)NC3CCN(Cc4ccccc4)CC3)cc2)cc1	8	40	-1	1	-3	-1	14	0.2
O=C(Nc1ccc(F)cc1F)NC1CC1	14	12	1	13	-1	13	17	1.9
Cc1ccc(C2CC(c3ccco3)n3ncnc3N2)cc1 (configuration not stated)	8	6	-1	5	3	28	6	2.3
CC(C)(C)NC(=O)N1CCN(c2nc3ccc(Cl)cc3s2)CC1	-41	-48	0	-6	5	25	-41	7.0
COc1cccc(OC)c1C(=O)OCC(=O)NC(=O)NCc1ccccc1	-18	-5	-2	-14	0	12	-15	2.6
Cc1cc(C)cc(OCC(=O)Nc2ccc3c(c2)OCCO3)c1	-16	-15	-3	22	0	8	4	0.5
CCOC(=O)C1CCN(C(=O)/C=C/c2ccc(S(=O)(=O)N3CCOCC3)cc2)CC1	5	9	-2	-7	-3	5	4	-1.0
Cc1ccc(N=Cc2c(O)ccc3ccccc23)cc1F	-29	14	1	4	-4	38	-17	4.4
COc1ccc(NC(=O)CN2CCN(C(=S)NC3CCCC3)CC2)cc1	-32	-2	-5	4	0	0	-23	3.4
COc1cc(OC)c2c(c1)OC(=O)CC2c1ccc2c(c1)OCO2 (configuration not stated)	.	25	.	.	0	45	5	2.9
COc1cc(OC)c(C(=O)OCC(=O)Nc2ccccc2Cl)cc1OC	-31	-28	2	-28	3	9	-37	4.5
COC(=O)C1=C(C(=O)OC)C(c2ccccc2O)c2sc(=O)[nH]c2S1 (configuration not stated)	6	19	0	-18	0	45	-21	1.9
CCN(CC)CCNC(=O)CNC(=O)c1nn(-c2ccc(OC)c(OC)c2)c(=O)c2ccccc12	-28	10	-3	4	0	-5	-10	-0.8
CCNc1nc(NCC)nc(NC(N)=S)n1	3	4	1	9	-1	3	19	2.2
SMILES	Jurkat NFkB inh	Mdm2-MdmX inh	APJ agonist	APJ antag	XBP1 UPR activ	tim23-1 inh	697 NFkB inh	CHOP UPR activ
COc1ccc(C2=NN(c3ccccc3)C(=O)/C2=C\c2ccc(O)c(OC)c2)cc1	3	-4	-7	28	7	37	-6	0.7
N#Cc1cccc(C#N)c1N1CCC(C#N)CC1	-17	4	-2	-18	0	12	11	-0.4
CCOC(=O)C1(CC2CCCCO2)CCN(C2CCSCC2)CC1 (configuration not stated)	17	19	-4	6	-3	-10	13	0.7
c1ccc(-c2nc(-n3nc4ccccc4n3)nc3ccccc23)cc1	1	29	-2	19	16	35	17	-2.0
Nc1ncnc(Nc2ccccc2C(F)(F)F)n1	-24	7	2	-27	-3	8	0	-4.0
CCc1ccc(-c2nc(SCC(=O)N(C)C3CCS(=O)(=O)C3)n[nH]2)cc1 (configuration not stated)	3	5	-4	14	0	-1	-12	-3.0
CC(C)(C)NC(=O)COC(=O)c1ccc2c(c1)C(=O)N(Cc1ccco1)C2=O	8	-19	-3	9	-1	20	-1	1.4
CCCCn1c(N)c(N(CCOC)C(=O)CN2C(=O)C3CCCCC3C2=O)c(=O)[nH]c1=O (configuration not stated)	19	-2	-2	6	-2	-4	-5	-1.1
CCN(CC)c1ccc(S(=O)(=O)N2CCOCC2)cc1NC(=O)C1CC1	8	16	-4	-5	0	8	5	-2.9
O=c1c2c(-c3cccc([N+](=O)[O-])c3)ccnc2[nH]n1-c1ccccc1	-8	-25	-2	7	5	15	-4	0.2
CC(=O)Nc1ccc(S(=O)(=O)Nc2nc3ccccc3nc2Sc2nncn2C)cc1	-34	8	-2	16	4	16	-24	1.4
O=C(COC(=O)c1ccc(Cl)nc1)Nc1cc(S(=O)(=O)N2CCOCC2)ccc1Cl	10	7	-1	-2	0	3	-9	0.6
Cc1cccc(C(=O)NCC(=O)OCCOc2ccccc2Cl)c1	5	6	-4	-5	-1	2	21	0.2
Cc1ccc(/C=N/n2c(-c3ccc(Cl)cc3)n[nH]c2=S)s1	7	31	-3	10	-1	-11	8	-2.0
COc1ccc(C2OC(=O)CC2C(=O)NCc2ccc(C)cc2)cc1OC (configuration not stated)	5	3	5	16	1	-5	0	-2.1
COc1ccc(NC(=O)CCCN2C(=O)CN(C)C2=O)c(OC)c1	2	33	1	-50	-1	-15	12	-3.3
O=C(c1ccco1)N1CCN(C(=O)c2ccc(-c3ccccc3Cl)o2)CC1	-53	-38	-3	10	5	30	-40	4.3
CCC(C)c1c(O)nc(SCC(=O)N2CCOCC2)[nH]c1=O (configuration not stated)	-8	12	-4	1	-2	6	4	-0.6
CCn1ncc(CN2CCC(Oc3cc(C(=O)NC4CC4)ccc3OC)CC2)c1C	15	-9	9	-11	-2	7	-11	-0.6
COc1ccc(Br)cc1C(=O)N/N=C/c1ccc([N+](=O)[O-])cc1	6	29	4	-33	5	-24	12	-1.3
CCOP(=O)(OCC)c1nc(-c2cccc3ccccc23)oc1NCCc1ccc(OC)cc1	6	35	-2	7	-3	20	-36	3.1
Cc1cc(=O)[nH]c(N/N=C/c2cc(C)n(CC(F)(F)F)c2C)n1	14	18	-5	-9	2	-27	19	0.3
O=C(Cn1c(C(=O)OCCO)cc2ccccc21)c1ccccc1	-1	18	-1	-15	-5	9	11	3.4
CCOc1ccc(/C=C(\C#N)C(=O)Nc2cccnc2)cc1	1	11	-2	-10	0	1	10	1.1

Part of the list above in order of heavy-atom count, rising.
SMILES	Jurkat NFkB inh	Mdm2-MdmX inh	APJ agonist	APJ antag	XBP1 UPR activ	tim23-1 inh	697 NFkB inh	CHOP UPR activ
N#Cc1cccc(C#N)c1N1CCC(C#N)CC1	-17	4	-2	-18	0	12	11	-0.4
CCC(C)c1c(O)nc(SCC(=O)N2CCOCC2)[nH]c1=O (configuration not stated)	-8	12	-4	1	-2	6	4	-0.6
Cc1cc(=O)[nH]c(N/N=C/c2cc(C)n(CC(F)(F)F)c2C)n1	14	18	-5	-9	2	-27	19	0.3
O=c1c2c(-c3cccc([N+](=O)[O-])c3)ccnc2[nH]n1-c1ccccc1	-8	-25	-2	7	5	15	-4	0.2
CCN(CC)c1ccc(S(=O)(=O)N2CCOCC2)cc1NC(=O)C1CC1	8	16	-4	-5	0	8	5	-2.9
CCCCn1c(N)c(N(CCOC)C(=O)CN2C(=O)C3CCCCC3C2=O)c(=O)[nH]c1=O (configuration not stated)	19	-2	-2	6	-2	-4	-5	-1.1

Screens deposited in PubChem by Sanford-Burnham Center for Chemical Genomics.
